From PubChem BioAssay
CatB mix inh: human cathepsin B inhibition by mixtures | 62,000 compounds, 0.06% hits | inhibition, %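 (ten-compound pools at 5 µM per compound and 50 µM total)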 | Purified cathepsin B, AMC dipeptide fluorescence, compound mixtures | AID 488; in the data active means inhibition above about 22%, passing the limit was not always enough;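 further: 0% = enzyme without compound and 100% = no enzyme blank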
E coli RNAP: Escherichia coli RNA polymerase inhibition; P0A8V2; E. coli RNA polymerase, fluorescence transcription assay; inhibition, %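 (tested at 10 µM)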; 62,000 compounds, 0.2% hits; AID 559; in the data active means inhibition above about 20%;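 further: 0% = enzyme without compound and 100% = no enzyme blank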
AP ELISA ortho: orthogonal test for alternative complement pathway inhibitors. 62,000 compounds, 0.08% hits. inhibition, % at 5 µM. Human serum alternative complement pathway, LPS-coated ELISA, C3 deposition; tested in compound mixtures;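 active means inhibition above 30% in each of the two pooled mixtures holding the compound, so the lower value exceeds 30%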;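 further: 0% = serum in Mg-EGTA without compound and 100% = EDTA serum blank; some compounds past the cut are filed as inactive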
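Medium: diluted human serum in Mg2+-EGTA GVB++. Assay system: human serum complement alternative pathway, C3 deposition onto LPS. Also added: Plate-bound LPS. Technique: Anti-C3 ELISA, OD 450 nm. Measure: percent inhibition. Incubation: 1 h at 37 °C. Dosing: 5 µM each compound, pools of ten, 50 µM per pool.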
PKA kinase inh: blocks human protein kinase A activity. inhibition, % at 6 µM. 65,000 compounds, 0.1% hits. PKA Kemptide phosphorylation, Kinase-Glo ATP luminescence;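 active means inhibition above the screen-wide mean inhibition plus 3 SD, cut at about 21% in these data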; further: many of its hits are not listed in these tables
CatS block: blocks human cathepsin S protease activity | P25774 | recombinant cathepsin S, AMC dipeptide fluorescence, pooled mixtures | inhibition, %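 (tested at 5 µM per compound within 10-compound mixtures)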 | 62,000 compounds, 0.06% hits; in the data active means inhibition above about 32%, passing the limit was not always enough;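 further: 0% = enzyme without compound and 100% = blank without enzyme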
Target sequence (P25774 115-331 limits assumed): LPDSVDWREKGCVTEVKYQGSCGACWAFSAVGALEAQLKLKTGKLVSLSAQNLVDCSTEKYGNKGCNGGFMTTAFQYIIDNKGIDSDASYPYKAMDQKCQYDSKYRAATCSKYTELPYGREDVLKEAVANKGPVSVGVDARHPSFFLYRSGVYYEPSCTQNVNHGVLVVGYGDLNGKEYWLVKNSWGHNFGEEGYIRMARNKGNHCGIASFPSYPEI
ROCK2 blocker: blocks human Rho kinase 2 activity | O75116 | purified ROCK2, Kinase-Glo ATP depletion luminescence | inhibition, % at 6 µM | 60,000 compounds, 0.35% hits | AID 604;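 active means inhibition above the screen-wide mean inhibition plus 3 SD, cut at about 18% in these data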;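 further: plate controls were DMSO wells for no effect and Y-27632 control wells after no-enzyme background subtraction for full effect; many of its hits are not listed in these tables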
RORA act: activates the human nuclear receptor RORA. P35398. CHO-K1 Gal4-RORA LBD luciferase reporter, luminescence; percent increase over mock-subtracted basal signal. activation, % at 10 µM. 65,000 compounds, 1.5% hits;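 active means activation above the mean of all tested compounds plus 3 SD, cut at about 49% in these data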;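 further: 0% = DMSO-treated RORA cells and 100% = added signal equal to DMSO minus mock-transfected cells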
Target sequence (P35398 whole entry, looked up, the tested form may be a part): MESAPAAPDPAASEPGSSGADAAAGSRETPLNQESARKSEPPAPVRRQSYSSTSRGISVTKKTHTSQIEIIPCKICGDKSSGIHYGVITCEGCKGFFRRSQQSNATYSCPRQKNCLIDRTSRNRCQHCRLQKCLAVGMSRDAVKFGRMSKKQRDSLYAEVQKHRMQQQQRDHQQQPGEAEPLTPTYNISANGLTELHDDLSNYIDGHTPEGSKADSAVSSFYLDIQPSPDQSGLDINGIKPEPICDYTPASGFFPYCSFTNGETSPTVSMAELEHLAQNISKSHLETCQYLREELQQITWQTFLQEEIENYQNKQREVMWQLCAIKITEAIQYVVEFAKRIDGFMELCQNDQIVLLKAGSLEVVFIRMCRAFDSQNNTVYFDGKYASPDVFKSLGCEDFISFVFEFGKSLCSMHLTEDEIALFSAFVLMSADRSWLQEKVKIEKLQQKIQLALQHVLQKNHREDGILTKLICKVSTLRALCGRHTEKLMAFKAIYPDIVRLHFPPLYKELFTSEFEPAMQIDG
CatB block: blocks human cathepsin B protease activity. inhibition, %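 (tested at 10 µM)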. P07858. 63,000 compounds, 0.1% hits. purified cathepsin B, fluorogenic substrate, fluorescence; in the data active means inhibition above about 21%;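 further: 0% = enzyme with no compound and 100% = no enzyme blank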
JNK3 blocker: inhibitors of human JNK3 kinase; P53779; purified JNK3 kinase activity, HTS; inhibition, % at 8 µM; 60,000 compounds, 0.61% hits; AID 746; in the data active means inhibition above about 17%;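 further: 0% = DMSO and 100% = reference inhibitor; many of its hits are not listed in these tables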
Numbers without * were called inactive; . = no result given. An excerpt; the hit share may differ from the screen's.

Below each SMILES: E coli RNAP	CatB block	CatB mix inh	PKA kinase inh	ROCK2 blocker	AP ELISA ortho	RORA act	CatS block	JNK3 blocker
COCCn1c(CN2CCN(c3ccccc3F)CC2)nc2c1c(=O)n(C)c(=O)n2C
 : -12	0	0	1	3	-20	1	33	-1
CC1CN(c2nc(-c3ccccc3)nc3ccccc23)CC(C)O1 (stereo not given)
 : 8	2	4	12	-1	-2	-3	6	-3
CCSc1nc2c(c(=O)[nH]c(=O)n2C)n1CC(O)COc1ccccc1C (stereo not given)
 : 6	-2	0	9	6	-11	9	10	0
O=C1C=C(N2CCN(C3=CC(=O)CCC3)CC2)CCC1
 : 2	2	-5	6	-7	9	2	-5	4
CCCn1nnnc1NCc1ccccc1OCc1ccc(F)cc1
 : 1	4	1	7	7	14	-16	-5	2
CC1Cc2ccccc2N1C(=O)CSc1nc2cc3c(cc2cc1C#N)OCO3 (stereo not given)
 : 9	-1	1	11	6	-12	-11	2	3
O=C(CSCc1ccc(F)cc1)NC1CCCC1
 : 6	-2	6	3	2	9	-1	15	4
O=S(=O)(NC1CC2CCC1C2)c1ccc(Br)s1 (stereo not given)
 : 5	2	5	6	.	22	-13	-3	.
COC(=O)c1ccc(-n2nnnc2SCc2nn[nH]n2)cc1
 : 8	5	5	-2	-6	-3	-10	8	0
CC1(C)Cc2c(sc(NC(=O)c3ccc(Br)o3)c2C#N)CO1
 : 6	1	.	2	2	.	9	.	6
COc1ccccc1NC1=NC(c2ccc(Cl)cc2)N=C(N)N1 (stereo not given)
 : 3	-2	53	3	.	9	1	59	.
CN(CCNC(=O)c1cccc(N2CCCC2=O)c1)Cc1ccccc1
 : 1	3	1	8	5	12	-12	-9	0
CCN(CC)C(=O)N1CCN(C(=O)c2ccc(C)cn2)CC1
 : -1	-8	4	-2	1	15	-8	-15	-5
Nc1nonc1C(=O)NCCNCc1ccccc1OCc1ccccc1F
 : .	23*	25	7	5	2	19	10	2
Cc1ccc2[nH]c(=O)c(COC(=O)C3CCCO3)cc2c1 (stereo not given)
 : 6	4	8	1	10	26	-28	-2	3
Cc1nc2oc(C(=O)c3ccccc3)c(N)c2c2c1COC(C)(C)C2
 : 1	0	1	9	5	8	19	5	6
O=C(Cn1nc(-c2ccccc2)ccc1=O)NCc1ccc2c(c1)OCO2
 : 0	-8	6	3	2	18	-23	-1	-3
O=C(c1ccco1)N1CCN(C(=O)c2snc3ccc(Cl)cc23)CC1
 : 4	4	5	4	4	20	7	-1	6
c1ccc(COc2ccc(CNn3cnnc3)cc2)cc1
 : 2	-2	4	5	-1	9	-12	2	-4
CCO/C([O-])=N/c1c[n+](N2CCOCC2)no1
 : 11	.	0	0	2	-14	-23	-4	4
CCSc1nc(-c2ccc(OC)cc2)n(-c2nc3ccccc3s2)n1
 : .	.	.	-1	4	.	-16	.	-5
COc1ccccc1N1CCN(CCCNC(=O)Nc2ccccc2C)CC1
 : -1	-4	-1	-5	.	8	-9	2	.
CC(=O)N1C(c2ccccc2)CC(=O)OC1c1ccc2c(c1)OCO2 (stereo not given)
 : 2	-4	-1	4	2	5	-14	-3	-6
COc1cc(Cl)c(C)cc1NC(=O)CSc1nnc(-c2ccccn2)n1Cc1ccco1
 : 0	-1	2	11	5	6	-2	-5	4
CC(=O)Nc1nc(-c2ccc(Cl)cc2)nc(C)c1C(C)=O
 : 7	3	10	11	3	18	37	21	-1
N#CC1=C(N)Oc2cc(O)ccc2C1c1cccs1 (stereo not given)
 : -1	-3	-6	0	4	17	-11	-2	-2
CCCCCCN1Cc2ccccc2C1
 : 13	2	8	-2	2	-1	-1	20	-5
COCCCNC(=O)c1ccc2c(=O)n(C3CCCC3)c(=S)[nH]c2c1
 : 4	5	0	-4	-12	10	-12	16	-9
COc1cccc(C(=O)OC(C)CN2CCCC2)c1 (stereo not given)
 : 1	-2	2	-2	4	10	-11	0	1
COc1ccc(Cl)cc1NC(=O)C1CCCN(S(=O)(=O)c2cccc3nonc23)C1 (stereo not given)
 : 10	2	3	2	.	3	-13	17	.
CC(C)(C)OC(=O)NCc1nc(N)n[nH]1
 : -3	-2	-1	-2	.	11	3	8	.
CC1=C(C(=O)OCC(C)C)C(c2cccc(F)c2)N2C(=O)C(C)SC2=N1 (stereo not given)
 : 2	-4	3	0	1	0	0	9	-3
Cc1nn(CCC#N)c2nc(C(F)(F)F)[nH]c(=O)c12
 : 4	4	0	7	1	-7	-14	5	1
COc1cccc(OC)c1C(=O)N1CCN(Cc2ccccc2C)CC1
 : 0	-6	3	9	3	7	4	0	-4
O=C(Nc1ccc2snnc2c1)N1CCN(c2ccccc2)CC1
 : -12	-4	-5	.	.	23	.	-5	.
CCN(CC(=O)Nc1ccc2c(c1)OCCO2)C(=O)c1cccc(S(=O)(=O)N2CCOCC2)c1
 : 7	-2	-7	10	5	6	-19	-9	4
Cc1nc2cc(NC(=O)N3c4ccccc4CC3C)ccc2o1 (stereo not given)
 : 5	5	4	0	-3	-3	41	0	11
Cc1nnc(Sc2nc3c(c(=O)[nH]c(=O)n3C)n2Cc2ccccc2)s1
 : 11	1	-4	3	2	2	12	7	0
COc1ccc(S(=O)(=O)N2CCCC(C(=O)O)C2)cc1 (stereo not given)
 : 2	-1	1	.	.	12	.	-4	.
Cc1ccc(OCCCC(=O)Nc2nncs2)cc1
 : 7	8	-1	8	.	9	-25	11	.
N#CCSc1nnc2ccc3ccccc3n12
 : 10	3	5	4	6	16	-2	0	6
CCn1c(=NC(=O)CSC(C)=O)sc2cc(OC)ccc21
 : 20	3	4	-1	0	12	-11	11	7
Cc1ccccc1NC(=O)CCn1c(=O)oc2ccccc21
 : 3	-1	-1	-9	-1	9	9	-6	6
CCN(CC)C(=O)C(C)OC(=O)c1ccc(O)cc1 (stereo not given)
 : 5	4	3	.	.	-6	.	17	.
CC1CCCN(C(=O)C(Cc2ccccc2)n2cccc2)C1 (stereo not given)
 : 5	-1	-6	10	6	1	24	-1	-7
COCCNC(=O)CN1CCC(NC(=O)Nc2ccccc2)CC1
 : 0	6	3	13	3	13	-23	-2	4
CCOC(=O)C1=C(C)NC(=O)NC1c1ccc(OCC(=O)Nc2ccccc2)c(OC)c1 (stereo not given)
 : 5	0	-1	-5	-4	6	-4	2	14
COc1cc(C)nc(Oc2ccc(OCc3ccccc3)nn2)n1
 : -1	-4	-1	.	.	12	.	3	.
CCCC(=O)Nc1ccc(NC(=O)c2cccc(OC)c2)nc1
 : 2	0	2	2	3	9	44	-3	-10
CC(NC(=O)CC1Nc2ccccc2NC1=O)c1ccccc1 (stereo not given)
 : 4	6	2	10	4	7	1	0	-1

Going on with the list.
Below each SMILES: E coli RNAP	CatB block	CatB mix inh	PKA kinase inh	ROCK2 blocker	AP ELISA ortho	RORA act	CatS block	JNK3 blocker
CCCc1nnc(SCC(=O)Nc2ccc(OC)cc2)n1N
 : 3	3	-1	6	5	10	-9	8	2
O=C(NCC1CCCO1)c1cc2c(s1)CS(=O)(=O)C2 (stereo not given)
 : 3	2	-4	5	3	14	-2	-1	2
Cc1occc1-c1nnc(SCc2cc(=O)n3cc(Br)ccc3n2)n1C
 : 7	-1	1	10	6	6	-21	3	-3
CCn1cc(C(=O)NCCCOC)c2cc(OC)c(OC)cc2c1=O
 : 5	-2	8	0	.	19	-17	1	.
O=C(NCc1ccco1)c1nc2ncccn2n1
 : 8	7	1	6	-2	4	-11	1	1
CCOC(=O)CSc1nnc(-c2ccccc2NC(=O)c2ccccc2)o1
 : 3	2	-2	1	2	-11	-4	13	-5
O=C(CCCn1c(=S)[nH]c2ccsc2c1=O)NCc1ccco1
 : 4	5	2	6	.	11	-9	-2	.
CCn1cc(C2=NC(C(C)C)CO2)c2ccccc21 (stereo not given)
 : 0	-1	2	14	6	10	-4	-12	-3
CCCCCNC(=O)c1ccc2c(=O)[nH]c3c(C(=O)NCC4CCCO4)sc(=S)n3c2c1 (stereo not given)
 : 0	1	2	10	8	13	9	-2	-3
COC(=O)C1=C(N)OC2=C(C(=O)CC(C)(C)C2)C1c1cccnc1 (stereo not given)
 : 10	4	0	7	.	4	-13	1	.
C#CCN(C#N)c1nc(NCC)nc(NC(C)C)n1
 : 1	1	2	10	5	8	-5	2	3
CCOC(=O)c1cc(CC)sc1NC(=O)COC
 : 2	-1	4	10	5	16	26	-3	-2
CCOC(=O)c1cnc2scnn2c1=O
 : 0	-5	7	2	3	20	-11	-6	5
COc1ccc(N(C(=O)COc2ccccc2)C2C=CS(=O)(=O)C2)c(OC)c1 (stereo not given)
 : 0	-1	-9	3	4	-4	-1	3	-1
Cc1nc(NC(=O)CN2CCOCC2)sc1-c1ccccc1
 : 2	-5	-1	-1	.	13	38	-1	.
O=C(Nc1ccccn1)NC(C(F)(F)F)C(F)(F)F
 : 8	1	3	2	7	-8	-14	6	7
COc1ccc(N2CCN(C(=O)c3ccc(NS(=O)(=O)c4ccccc4)cc3)CC2)cc1
 : 10	2	3	7	7	14	20	-3	-1
CCc1c(C)c2c(C)nn(-c3ccccc3)c2[nH]c1=O
 : 7	2	-15	7	4	7	8	-16	1
O=C(Cn1c(C2CC2)nc2ccccc2c1=O)Nc1ccc(Br)cc1
 : 6	2	-6	-5	-1	2	5	9	-7
CCOC(=O)/C=C1\SCC(=O)N1Cc1nnc(-c2ccccc2Br)o1
 : -1	2	2	8	2	3	-2	9	-1
O=C(OCC1CC(c2ccccn2)=NO1)c1ccc(Br)cc1 (stereo not given)
 : 1	7	0	10	1	5	14	-5	9
CC(=O)OCN(C#N)c1nc(N(C)C)nc(N(C)C)n1
 : 11	2	3	8	4	11	9	5	0
Cc1c(/N=C/c2ccco2)n(Cc2ccccc2)c2ccccc12
 : 10	.	4	-2	-1	5	-2	15	4
O=C(Nc1ccc(-c2noc(CCc3ccccc3)n2)cc1)c1ccco1
 : 2	1	-1	9	3	7	72*	0	-1
O=C1OC(Nc2ccc3c(c2)OCO3)c2ccccc21 (stereo not given)
 : 8	2	1	1	.	19	-22	-1	.
CNC(=O)c1c(NC(=O)c2ccc(S(=O)(=O)N3CCOCC3)cc2)sc2c1CCC2
 : 2	2	5	2	1	16	8	-1	-9
Cc1cc(S(=O)(=O)N2CCOCC2)ccc1F
 : -4	-2	2	9	6	-23	-8	-4	-2
COc1cc(Nc2cc(C)nc3ncnn23)cc(OC)c1
 : 2	1	3	3	5	13	-14	3	2
CCOC(=O)CSC1=C(C#N)C(=O)NC2(CCCCC2)S1
 : 12	4	-5	4	0	5	-5	-6	-4
C/C(=N\O)C(=O)NCCN1CCCCC1
 : 1	2	0	11	0	15	-20	-4	3
OCCN(Cc1ccccc1)Cc1cccc(F)c1
 : 7	5	3	4	2	6	-3	10	-2
CC(C)c1ccc(S(=O)(=O)N2CCN(CC(=O)Nc3ccc4c(c3)OCO4)CC2)cc1
 : 6	5	3	6	5	6	-31	16	-2
Cc1nn2c(=O)cc(CSc3nc4ccccc4[nH]3)nc2s1
 : 8	5	5	-4	5	16	15	3	-5
Cn1nnc2c(NCc3ccco3)nccc21
 : 8	2	2	2	.	7	3	9	.
Cc1cccc(-n2ncc3c(NCc4ccco4)ncnc32)c1
 : 7	3	.	6	11	.	72*	.	9
O=P(CCNCc1ccco1)(c1ccccc1)c1ccccc1
 : 4	4	0	6	0	11	-20	-3	-9
